Tau fluor cs = counter-screen for tau fibril formation inhibitors; hit rate 0.93% among 280,000; Potency, µM (series often up to 57.7 µM), without a hit: at the top dose activity change, negative = decrease; tau K18 P301L Alexa594 fluorescence, heparin fibrillization; note: nearly all actives have a fitted effect of over 55% in size
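Human tau K18 P301L (15 uM unlabeled, 0.24 uM Alexa 594-labeled) in 100 mM sodium acetate pH 7 with 20 uM heparin, 6 hr at 37 C. ThT 30 uM added, 1 hr ambient; Alexa 594 FP and total fluorescence read at 555/632 nm.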
TR SRC2 fluor cs = counter-screen for TRb-SRC2 inhibitors: fluorescence interference. TRb/SRC2 Texas Red total fluorescence interference. Potency, µM (top dose mostly 106 µM), without a hit: top-dose fluorescence change, negative = quenching. hit rate 0.29% among 280,000. AID 1479; active = well fitted curve in either direction with a large enough effect; inconclusive = small, poorly fitted or top-dose-only effect
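Flags fluorescent or light-absorbing compounds by total fluorescence, S + 2P, at 555 nm excitation and 632 nm emission. Mixture: 20 nM Texas Red SRC2 peptide, 0.6 uM human TRb LBD, 1 uM T3, 5% DMSO; compound exposure 5 h at ambient temperature.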
L3MBTL1 inh = blocks human L3MBTL1; Q9Y468; AID 485360; Potency, µM (top dose mostly 57.1 µM), for inactives: at the top dose activity, negative = inhibition, usual class: inhibitors; AlphaScreen L3MBTL1–H3K9me1 peptide binding; hit rate 0.66% among 230,000; note: nearly all actives have a fitted effect of over 60% in size
Target sequence (Q9Y468 whole entry, looked up): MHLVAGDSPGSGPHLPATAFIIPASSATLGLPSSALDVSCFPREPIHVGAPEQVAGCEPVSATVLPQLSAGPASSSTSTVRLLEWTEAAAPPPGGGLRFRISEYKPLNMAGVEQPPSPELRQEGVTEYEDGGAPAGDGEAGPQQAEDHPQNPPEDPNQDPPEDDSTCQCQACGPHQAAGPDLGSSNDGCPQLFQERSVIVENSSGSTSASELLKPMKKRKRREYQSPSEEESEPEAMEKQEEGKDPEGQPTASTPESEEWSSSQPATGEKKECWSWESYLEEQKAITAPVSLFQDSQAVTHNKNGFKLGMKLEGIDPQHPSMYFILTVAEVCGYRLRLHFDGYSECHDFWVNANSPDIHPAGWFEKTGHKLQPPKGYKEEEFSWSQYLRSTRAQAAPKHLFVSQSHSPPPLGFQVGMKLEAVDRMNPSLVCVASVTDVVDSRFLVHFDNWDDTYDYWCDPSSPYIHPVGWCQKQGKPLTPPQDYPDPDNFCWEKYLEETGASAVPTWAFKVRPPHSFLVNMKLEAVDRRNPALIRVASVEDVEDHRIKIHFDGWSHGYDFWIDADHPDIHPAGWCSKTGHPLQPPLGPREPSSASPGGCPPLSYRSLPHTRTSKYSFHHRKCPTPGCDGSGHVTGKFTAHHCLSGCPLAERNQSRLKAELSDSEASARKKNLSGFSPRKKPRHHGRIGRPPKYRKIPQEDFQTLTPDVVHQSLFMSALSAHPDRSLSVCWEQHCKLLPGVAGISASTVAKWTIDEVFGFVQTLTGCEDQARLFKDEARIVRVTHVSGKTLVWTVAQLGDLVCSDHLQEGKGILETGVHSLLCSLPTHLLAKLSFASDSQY
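First, the protein-peptide complex forms for 30 min at room temperature (L3MBTL1 50 nM, biotinylated H3K9me1 peptide 75 nM). Next, compounds are pin-transferred and incubated 30 min. Finally, AlphaScreen beads are added and read after 30 min.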
aGal spleen mod = inhibits or activates alpha-galactosidase in human spleen homogenate. Potency, µM (top dose mostly 80 µM), inactives show at the top dose activity change, negative = inhibition, usual class: inhibitors. hit rate 0.008% among 240,000. human spleen homogenate, 4MU-alpha-Gal fluorescence, 40 min. AID 2107. P06280;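 note: 0% = enzyme with vehicle and -100% = no enzyme basal signal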
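Inhibition or activation of alpha-galactosidase in human spleen homogenate is scored by 4-MU fluorescence after 40 min at 37C, pH 5.0, with 1 mM substrate. AC50s come from concentration-response fitted to the Hill equation.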
ALDH1A1 block = inhibitors of human aldehyde dehydrogenase 1A1. hit rate 7.3% among 220,000. P00352. Potency, µM (titrated, usually from 75.3 µM), for inactives: at the highest dose activity, negative = inhibition, actives largely listed as inhibitors. Purified ALDH1A1, NADH fluorescence, propionaldehyde substrate; active = well fitted inhibition curve with a large enough effect, not every such curve was filed as active; inconclusive = small, poorly fitted or top-dose-only effect, or another doubt; inactive = no such curve, though single readings can be large or run the other way;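 note: plate controls were no enzyme wells and a reference inhibitor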
Tau ThT inhib = tau fibrillization inhibition (ThT binding); recombinant tau K18 P301L (four-repeat tau fragment), heparin-induced fibrillization, ThT fluorescence; Potency, µM (highest dose often 57.4 µM), without a hit: top-dose activity, negative = inhibition, hits mostly inhibitors; hit rate 2.1% among 270,000; note: nearly all actives have a fitted effect of over 55% in size
Target sequence (P10636 561-689 P618L limits assumed): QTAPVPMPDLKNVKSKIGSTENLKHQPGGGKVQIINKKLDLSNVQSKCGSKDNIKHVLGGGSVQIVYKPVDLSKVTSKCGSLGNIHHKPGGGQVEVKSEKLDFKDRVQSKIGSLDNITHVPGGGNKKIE
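Heparin-induced (20 uM) aggregation of recombinant human K18 P301L tau, 15 uM unlabeled with 0.24 uM labeled, pH 7 acetate buffer, 6 hr at 37 C with compound. Fibrils quantified by 30 uM ThT fluorescence after 1 hr ambient incubation.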
Tau fibril FP = inhibitors of human tau fibril formation. P10636. hit rate 0.39% among 280,000. K18 P301L tau heparin fibrillization, Alexa594 FP, 6 h. Potency, µM (highest dose often 57.7 µM), without a hit: top-dose activity, negative = inhibition, hits mostly inhibitors; note: nearly all actives have a fitted effect of over 55% in size
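Human tau K18 […] P301L fragment, 15 uM unlabeled plus 0.24 uM Alexa 594-labeled tau (final), with compound and 20 uM heparin in 100 mM sodium acetate pH 7; 6 hr at 37 C, then Alexa 594 FP read.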
TRb-SRC2 inh = inhibitors of human thyroid hormone receptor beta-SRC2 interaction | hit rate 0.065% among 280,000 | Potency, µM (titrated, usually from 106 µM), inactives show top-dose activity change, negative = inhibition, actives largely listed as inhibitors | TRbeta-SRC2 peptide binding, fluorescence polarization; receptor liganded with 1 µM T3 | P10828;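 note: plate controls were bound peptide for no effect and peptide without receptor for full effect; nearly all actives have a fitted effect of over 50% in size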
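A fluorescence polarization screen tested compounds at multiple concentrations against complex formation between 0.6 uM TRb ligand-binding domain and 20 nM Texas Red SRC2 peptide, with 1 uM T3 present; readout after 5 hr.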
An asterisk follows results filed as active; u = inconclusive; x = not tested or not shown; & = joins results of further samples; [ ] = another dose, or the depositor's remark. Unless noted, calls come from the whole dose curve; as a rule, active = well fitted curve in the direction sought with a large enough effect; inconclusive = small, poorly fitted or top-dose-only effect, or another doubt; inactive = no such curve, though single readings can be large; an effect the other way counts as inactive or inconclusive. Unless noted, % is set by controls: 0 for no effect and ±100 for the full control effect; potency is the fitted concentration of half-maximal effect. Not a hit list; any-hit rate near 8.5%.

SMILES	Tau fluor cs	TR SRC2 fluor cs	L3MBTL1 inh	aGal spleen mod	ALDH1A1 block	Tau ThT inhib	Tau fibril FP	TRb-SRC2 inh
CCOC(=O)c1c(-c2ccccc2)csc1NC(=O)C(C)NCc1ccco1 (stereo unspecified)	-17.4%	2.4%	-9.6%	3.3%	u	-17.2%	-8.3%	2.3%
COCCn1ccc2c(OCC(=O)Nc3ccccc3F)cccc2c1=O	6.6%	-0.5%	x	x	x	3.1%	-0.5%	-11.0%
CC(C)c1ccc(CNCCSc2nnnn2-c2ccccc2)cc1	-19.5%	-0.7%	x	x	x	-17.9%	-10.9%	-5.3%
Cc1nc2ccc(Cl)cc2nc1C	-4.8%	-4.6%	3.3%	-11.2%	x	2.7%	1.7%	6.0%
CC1CCN(CC(=O)NC(=O)NCc2ccccc2)CC1	7.2%	1.0%	2.4%	-0.3%	4.0%	2.4%	4.3%	-7.7%
Cc1occc1-c1nnc(SCC(=O)c2ccc(F)cc2)o1	-17.6%	-15.9%	x	-10.6%	31.6µM*	u	-8.7%	3.7%
Cc1c(C(=O)NC(=S)NCC(C)C)oc2ccccc12	-8.7%	2.8%	-8.8%	8.5%	-0.6%	-5.3%	-8.9%	2.0%
COc1ccc(NC(=O)CSc2nc3nc(-c4cccs4)cc(C(F)(F)F)c3c(=O)[nH]2)c(OC)c1	-6.9%	-3.2%	-11.9%	5.7%	-4.9%	u	4.6%	-0.1%
CCOc1ccc(C2CC(=O)n3nc(-c4ccc(C)cc4)nc3S2)cc1 (stereo unspecified)	-5.9%	-4.4%	x	x	x	-14.2%	u	11.4%
Cc1cccc(-c2nc(CS(=O)CC(=O)N3CCCCC3)c(C)o2)c1 (stereo unspecified)	-3.5%	-6.9%	x	-4.3%	-0.4%	-15.6%	u	-4.1%
COc1ccc(-c2noc(CCCOc3ccccc3)n2)cc1OC	-27.4%	-3.3%	42.8%[activator]	3.2%	-7.8%	u	u	-5.6%
CC(/C=C/c1ccc2c(c1)OCO2)=N\NC(=O)COc1ccccc1C	-8.5%	1.2%	-6.2%	5.4%	-13.8%	u	-1.6%	11.6%
CC(Oc1ccc(F)cc1)C(=O)Nc1cc(-c2ccc(F)c(F)c2)no1 (stereo unspecified)	-27.3%	5.5%	x	x	x	-8.8%	u	-8.8%
COc1ccc(Cc2c(N)nc(N)nc2N)cc1	-1.3%	4.2%	4.3%	3.5%	18.4%	1.6%	1.8%	2.2%
CCOC(=O)c1c(C)cc(O)cc1O	-6.9%	-0.9%	x	7.1%	4.3%	-13.0%	6.3%	0.2%

Compound profiles, from the list above. Screens in order: Tau fluor cs	TR SRC2 fluor cs	L3MBTL1 inh	aGal spleen mod	ALDH1A1 block	Tau ThT inhib	Tau fibril FP	TRb-SRC2 inh
`CCOc1ccc(C2CC(=O)n3nc(-c4ccc(C)cc4)nc3S2)cc1` (stereo unspecified) as listed: -5.9%	-4.4%	x	x	x	-14.2%	u	11.4%
`Cc1occc1-c1nnc(SCC(=O)c2ccc(F)cc2)o1` as listed: -17.6%	-15.9%	x	-10.6%	31.6µM*	u	-8.7%	3.7%
`CCOC(=O)c1c(C)cc(O)cc1O` as listed: -6.9%	-0.9%	x	7.1%	4.3%	-13.0%	6.3%	0.2%
`COc1ccc(Cc2c(N)nc(N)nc2N)cc1` as listed: -1.3%	4.2%	4.3%	3.5%	18.4%	1.6%	1.8%	2.2%

(next part)
SMILES	Tau fluor cs	TR SRC2 fluor cs	L3MBTL1 inh	aGal spleen mod	ALDH1A1 block	Tau ThT inhib	Tau fibril FP	TRb-SRC2 inh
CCOC(=O)CN(c1ccccn1)S(=O)(=O)c1ccc(OC)cc1	-4.3%	-0.4%	10.7%	1.6%	u	-5.0%	-13.8%	3.9%
Cc1nc2c(cnn2-c2ccccc2Cl)c(=O)n1-c1ccc(N2CCC(C)CC2)cc1	-16.9%	2.5%	x	1.8%	u	-14.1%	9.2%	6.7%
O=C(N/N=C/c1ccc(OC(=O)c2cccs2)cc1)c1cccc(F)c1	2.1%	-6.2%	0.2%	2.2%	-9.5%	-9.0%	-4.6%	-4.9%
Cc1ccc(NC(=O)c2ccc3c(c2)OCCO3)cc1	-8.2%	-0.8%	6.9%	-3.5%	1.3%	-12.5%	1.7%	0.7%
Nc1ccc(S(=O)(=O)NC2=NCCCCC2)cc1	-6.2%	-2.5%	3.1%	1.9%	u	-6.9%	0.7%	9.7%
CC1(C)C2CCC1(C)C(OC(=O)c1ccc(O)cc1)C2 (stereo unspecified)	u	-2.0%	6.4%	0.9%	-5.7%	-7.4%	u	-10.4%
O=C(NCCC1=CCCCC1)c1ccc2c(c1)N(Cc1ccccc1F)C(=O)c1ccccc1S2(=O)=O	-25.4%	-1.8%	x	x	x	0.9%	-13.9%	-2.5%
CC(CC(=O)Nc1ccccc1)n1ccnc1 (stereo unspecified)	10.5%	-0.2%	2.5%	-8.9%	4.5%	2.6%	11.1%	2.6%
COc1ccc([N+](=O)[O-])cc1NC(=O)c1ccc(C)o1	0.9%	-0.5%	8.2%	2.6%	6.1%	-3.5%	-0.1%	-1.5%
Cc1cccc2nc(CSc3nc4cc([N+](=O)[O-])ccc4s3)cn12	-8.8%	-2.5%	2.6%	3.9%	-1.2%	u	-4.0%	1.0%
C=C(C)C(=O)c1cccs1	-7.7%	-3.1%	x	-4.7%	-1.8%	-2.7%	-3.1%	12.3%
O=C(c1ncn[nH]1)N1CCN(c2nc(-c3ccccc3)cs2)CC1	-5.9%	-1.6%	-3.3%	-4.5%	-3.9%	-19.7%	3.8%	2.2%
Cc1cccc(/C=N/n2c(-c3cc(-c4ccccc4)n[nH]3)n[nH]c2=S)c1	u	-3.2%	-19.3%	-16.2%	-6.5%	u	10.6%	12.5%
COc1ccc(N2C(=O)[C@H]3[C@@H](C2=O)C2c4ccccc4C=NN2[C@H]3C(=O)C(C)(C)C)cc1 (stereo partly specified)	-20.1%	-2.4%	x	-4.4%	x	x	12.2%	8.0%
Cn1c(NC(=O)c2cc(-c3ccc4c(c3)OCO4)nc3ccccc23)cc(=O)n(C)c1=O	-11.3%	-2.6%	-3.2%	-16.5%	-0.8%	-11.8%	-2.3%	8.2%
COC(=O)N/N=C/c1cn(CCCOc2ccccc2)c2ccccc12	-4.6%	-7.9%	-14.2%	6.5%	-13.4%	-5.7%	2.0%	-14.0%
CCOC(=O)C(=CNc1ccc2c(c1)c1ccccc1n2CC)C(=O)OCC	u	-2.3%	65.7%[activator]	-12.2%	x	u	6.0%	-4.3%
NCCSSCCN	-18.6%&-22.9%&-17.2%	-4.2%&-2.2%&-1.5%	x	11.3%&-11.5%&-12.7%	-1.2%[13.5 µM]	14.1µM*	u	-3.5%&-0.9%&3.7%
COc1ccc(-c2nc(-c3cccc(C)c3)nc(N3CCN(C)CC3)c2C#N)cc1	-11.7%	-1.5%	-4.3%	4.9%	u	-6.9%	-2.1%	-6.6%
COc1cccc(OC)c1OCCCCn1cnc2ccccc2c1=O	-7.9%	0.0%	-3.7%	-3.1%	u	-13.5%	-9.2%	-9.8%
O=C(NCc1nnc(SCc2ccc(C(F)(F)F)cc2)n1-c1ccccc1)C12CC3CC(CC(C3)C1)C2	-3.6%	0.4%	-10.4%	-24.6%	6.8%	-7.9%	3.4%	11.5%
O=C(Cn1c(=O)n(-c2ccc(F)cc2)c(=O)c2sccc21)NC1CCCCC1	2.6%	-0.1%	x	-9.4%	-4.7%	1.8%	-4.6%	-4.6%
O=C(O)CCc1nc2cccnc2n1Cc1ccccc1	-0.8%	0.9%	1.6%	-18.7%	-1.6%	1.7%	-3.3%	9.4%
O=C1CSC(c2ccc(Cl)cc2Cl)N1c1ccccn1 (stereo unspecified)	-11.3%	2.9%	12.3%	-4.9%	u	-3.2%	-3.1%	3.4%
CCOC(=O)c1cc(-c2ccc(/C=N\n3cnnc3)o2)ccc1Cl	-4.2%	-5.5%	-2.9%	1.5%	u	-20.9%	2.6%	7.2%
Cc1ccc(Cl)cc1N1CCN(C(=O)Cc2csc(Nc3nc(=S)[nH]c4ccccc34)n2)CC1	-5.4%	1.7%	-6.1%	2.0%	8.9%	-1.6%	6.0%	2.0%
COc1cc(C(=S)N2CCOCC2)cc(OC)c1OC(=O)Cc1ccc(F)cc1	-11.3%	-0.5%[53 µM]	3.1%	1.1%	28.2µM*	-11.8%	-11.6%	-3.7%[53 µM]
CCOC(=O)C1(Cc2ccc(OC)cc2)CCN(C(=O)CN2CCOC2=O)CC1	-10.6%	-2.4%	4.1%	-0.5%	1.6%	-8.8%	3.9%	0.6%
Cc1ccc(-n2c(O)c(C=NC3CCS(=O)(=O)C3)c3ccccc3c2=O)c(C)c1 (stereo unspecified)	2.3%	1.9%	-4.7%	-8.5%	-3.5%	1.1%	-1.0%	-2.8%
COc1ccc(N/N=C(/Oc2ccc([N+](=O)[O-])cc2)C(C)=O)cc1	u	-9.3%	-5.7%	1.1%	u	u	8.3%	-4.7%
OC(CN1CCOCC1)CN(c1ccccc1)c1ccccc1 (stereo unspecified)	-11.5%	0.3%	1.7%	7.5%	-4.7%	-5.6%	2.3%	-2.0%
CCCC(=O)C1=C(O)C(C(=O)OC)C(C)(C)CC1=Nc1cccc2ccccc12 (stereo unspecified)	-13.5%	1.4%	0.0%	6.3%	-4.3%	-16.7%	-6.2%	-18.8%
CC(C)C1C(=O)Nc2ccc(S(=O)(=O)NCc3ccc(Cl)cc3)cc21 (stereo unspecified)	-20.0%	-4.4%	x	x	x	-2.9%	-4.8%	4.0%
CC(=O)Nc1ccc(S(=O)(=O)Nc2nc3n(n2)C(c2ccccc2)C=C(c2ccc(Cl)cc2)N3)cc1 (stereo unspecified)	-13.3%	-3.3%	x	x	x	u	-6.9%	7.5%
Cc1cccnc1-n1c(CCN2C(=O)c3ccccc3C2=O)nc2ccccc2c1=O	1.8%	0.8%	-4.8%	-1.6%	17.8µM*	1.2%	-2.1%	5.2%
